# Compound activity from PubChem.
# mHtt clearance – mutant huntingtin protein clearance. HeLa Exon1htt(103Q)mCFP, aggregate imaging; zero = plate's median compound well. inhibition, % at 1.5 µM. 47,000 tested, 0.42% active. AID 853;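 active = inhibition of aggregate fluorescence above about 70%, also judged a hit by eye on the cell image, limit read from the data, passing the limit was not always enough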;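 note: cells exposed to compound for three days before fixation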
# mHtt clearance grain fraction – second read-out of mHtt clearance, no call of its own (marks repeat the call); fraction fluorescence in grains; measured here: aggregate grain fluorescence fraction; active compounds read low;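 scaled fraction of total cell fluorescence in grains with unit not stated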
# * hit, by the source's call; i = inactive. Not all compounds are listed; rates above refer to the full screens.
SMILES,mHtt clearance,mHtt clearance grain fraction
CN(C(=O)c1ccccc1Cl)C1CCCCC1,20.4,14.7
Cc1cc(C)nc(N(C#N)Cc2ccc(Br)cc2)n1,12.2,16
Cc1cc(=O)[nH]c(SCC2COC3(CCCCC3)O2)n1 (stereo unspecified),-39.6,51.3
CCCC(CCC(=O)NC1CCCCC1)C(=O)O (stereo unspecified),-2.3,19.1
CCOC(=O)c1cnc(SCC(=O)Nc2ccccc2N2CCOCC2)nc1N,31.2,13.1
CC(NC(=O)c1cccs1)C(c1cccs1)N1CCOCC1 (stereo unspecified),-13.5,23.4
CCOC(=O)N1CCC(N(CCCOC)C(=O)Nc2ccc(CC)cc2)CC1,-15.0,21.6
O=C1C2CCCN2C(c2ccc(Cl)cc2)N1c1nccs1 (stereo unspecified),62.4,6.94
CN(CCCC(=O)NCc1ccco1)S(=O)(=O)c1ccccc1,6.7,17.3
O=C(NCc1ccc2c(c1)OCO2)C1CCCN(S(=O)(=O)c2cccnc2)C1 (stereo unspecified),-17.8,39.3
Cc1ccc(C(=O)N/C(=C\c2cccs2)C(=O)N2CCCCCC2)cc1,-10.0,46.3
CSc1cccc(NC(=O)c2cnccn2)c1,-3.7,20.4
COCc1cc(C)nc(Nc2ccccc2C)c1C#N,-56.6,28.7
COc1c(C(=O)N2CCCC2)ccc2ccccc12,11.7,17.4
O=C1N(Cc2ccc3c(c2)OCO3)c2ccccc2C1(O)c1c[nH]c2ccccc12 (stereo unspecified),-4.3,20.4
CCCS(=O)(=O)N1CCCC(C(=O)NC(C)c2ccc3c(c2)OCCO3)C1 (stereo unspecified),44.6,10.2
CC(O)c1ccc2c(c1)OCCOCCN(C)CCOCCO2 (stereo unspecified),-25.8,46.2
Clc1cccc(Cl)c1Cn1nnc(-c2cccs2)n1,14.5,15.8
CCCC(=NCc1ccccc1)C1=C(O)C(C(=O)OC)C(C)(C)CC1=O (stereo unspecified),7.6,16.4
O=c1oc2c3c4c(cc2c2c1CCC2)OCCN4CCC3,-47.0,49.8
O=C(NC(Cc1c[nH]c2ccccc12)c1nnc2n1CCCCC2)c1ccc(Cl)cc1 (stereo unspecified),9.7,35.9
CCOc1ccc(NC(=O)C(C)Oc2ccccc2C(=O)Nc2ccc(C)c(Cl)c2)cc1 (stereo unspecified),28.0,21.9
CC(C)OC(=O)C1=C2SCC(=O)N2C(N)=C(C#N)C1,-80.8,72.2
CCCCCCCCc1nc(=S)[nH][nH]1,37.2,12.9
CSc1ccccc1NC(=O)c1cnccn1,-19.1,25.6
SMILES,mHtt clearance,mHtt clearance grain fraction
O=C(CSc1nnc(-c2ccncc2)n1Cc1ccco1)Nc1nccs1,1.7,17.9
Cc1cccnc1Nc1nc(-c2ccc(O)cc2O)cs1,62.0,13.8
COc1ccc(C)cc1NC(=O)CN(Cc1nnc(-c2ccc(Cl)cc2)o1)C1CCCC1,-30.2,24.9
COc1cccc(-n2c(Cc3cc(=O)[nH]c(=O)[nH]3)nnc2SCC(=O)NC2CCCCC2)c1,43.5,25.5
O=C(CSc1nnc(-c2ccc(Br)o2)n1Cc1ccccc1)c1ccccc1F,-8.3,17.8
COC(=O)c1sccc1NC(=O)c1ccc(C)s1,9.3,18
COC(=O)C(Cc1cnc(Cl)s1)(C(=O)OC)c1ccc(C(F)(F)F)cc1[N+](=O)[O-],12.3,17.9
CC(C)OCCCNc1ncnc2c1[nH]c1ccc(F)cc12,-42.4,29.6
CC(C)Cc1nc(S(=O)(=O)c2ccc(Cl)cc2)c(N2CCOCC2)o1,-26.6,23.4
N#Cc1cc2c(nc1SCc1ccc(Cl)cc1)CCCC2,18.8,14.5
O=C(NN1C(=O)C2C3C=CC(C4CC34)C2C1=O)c1ccc(Cl)cc1Cl (stereo unspecified),10.0,19.3
Cc1csc(NC(=O)C2COc3ccccc3O2)n1 (stereo unspecified),-5.0,39.7
Cc1ccc(NC(=O)CSC(N)=O)cc1Cl,48.7,10.4
CN1CCN(Cc2nc3c(c(=O)[nH]c(=O)n3C)n2CCc2ccccc2)CC1,-16.0,35.9
COCCn1c(=O)[nH]c2cc(C(=O)NCc3cccnc3)ccc2c1=O,20.0,16.1
O=C(CSc1ccccc1)NCCCN1CCOCC1,8.5,35.1
COc1ccc(-c2nc(=S)[nH][nH]2)cc1,22.9,15.9
CCc1cccc(CC)c1NC(=O)CN1CCN(c2ccccc2)CC1,16.5,28.4
CCNC(=O)Nn1c(C)nnc1C,-65.3,27.4
CCCCNC(=O)Nc1nnc(-c2ccc(Cl)cc2)o1,33.1,11.9
Cc1ccc(Oc2coc3cc(OC(=O)c4cccs4)ccc3c2=O)cc1,-41.8,43.2
O=C(CSc1nnc2ccccn12)c1ccc(OC(F)F)cc1OC(F)F,50.6,16.2
O=C(CSc1nc2ccccc2c(=O)n1CC1CCCO1)N1CCN(c2ccccc2)CC1 (stereo unspecified),3.8,15.5
Cc1nc2nc(SCC(=O)N3CCOCC3)nn2c(C)c1Cc1ccccc1,-4.0,35.1
CCCn1nnc(NC(=O)Cc2ccc(Cl)cc2)n1,9.3,18.3
SMILES,mHtt clearance,mHtt clearance grain fraction
CCNC(=O)CC1C(=O)N(c2ccc(C)cc2)C(=O)N1Cc1ccccn1 (stereo unspecified),49.4,10.2
O=C(COc1ccccc1F)Nc1nnc(-c2ccncc2)s1,-15.4,18.5
COc1cccc(C2CC(C(F)(F)F)n3ncc(C(=O)Nc4c(C)n(C)n(-c5ccccc5)c4=O)c3N2)c1 (stereo unspecified),1.7,18.4
CC1CC(NC(=O)Cc2ccc(Br)cc2)CC(C)(C)C1 (stereo unspecified),-24.8,23.4
CNC(=O)c1ccccc1NC(=O)c1ccc(C)c(S(=O)(=O)N2CCCCC2)c1,21.3,14.8
COc1cccc(C(=O)N(Cc2nc(-c3cccc(C)c3)no2)C(C)C)c1OC,-73.4,33.8
C=CCNC(=O)c1nn2cccnc2c1Cl,-52.0,27
CCOC(=O)N1CCN(Cc2nc(-c3ccccc3)no2)CC1,58.0,8.05
Cc1ccc(CNC(=O)c2cc3c(C)nc4ccccc4c3o2)cc1,-8.8,38.9
CCCCN(C)CCNC(=O)c1ccc2c(c1)NC(=O)C(N1CCCCC1)S2 (stereo unspecified),-18.2,24.6
O=C(Nc1ccccc1C(=O)N1CCOCC1)c1noc2c1CCCC2,34.2,12
Cc1ccccc1-n1c(SCC(=O)c2cc(C)n(C)c2C)nnc1-c1cccnc1,-71.6,30.5
CCCCn1c(SCC(=O)c2ccc3c(c2)OCCO3)nnc1-c1ccco1,36.6,12.1
Nn1c(SCC(=O)Nc2ccc3c(c2)OCO3)nnc1-c1ccncc1,-22.0,22.9
CCCCCCC12CCC(C(=O)O)(CC1)CC2,6.0,16.8
COc1cccc(NC(=O)C2CCCCC2)c1,3.2,18.7
Cn1c(CSc2nc3ccccc3n2C)nc2ccccc21,39.8,26.1
O=C(CSc1nnnn1-c1ccc2c(c1)OCCO2)N1CCc2ccccc21,-5.6,40.2
CC(C)NS(=O)(=O)c1ccc(CCC(=O)N2CCOCC2)cc1,-24.0,22.6
O=C(N1CCN(c2ccccc2)CC1)C12CC3CC(CC(C3)C1)C2,-48.0,45.1
CC(C)(C)c1ccc(CNc2cc(N3CCOCC3)ccc2[N+](=O)[O-])cc1,-17.3,36.1
O=C(NCc1ccccc1)NC(=O)c1ccccc1,64.0,12.3
O=C(OCc1c(Cl)cccc1Cl)c1cccnc1,-58.6,31.3
Cc1cc(C)c2c(c1)SC1=NC(c3ccccc3)(C(F)(F)F)NC(=O)N12 (stereo unspecified),37.1,24.9
Cn1c(=O)n(CCCOc2ccc(Br)cc2)c2ccccc21,23.0,15.7

# Some of these compounds in order of length of the SMILES, smallest number first:
SMILES,mHtt clearance,mHtt clearance grain fraction
C=CCNC(=O)c1nn2cccnc2c1Cl,-52.0,27
O=C(Nc1ccccc1C(=O)N1CCOCC1)c1noc2c1CCCC2,34.2,12
O=C(N1CCN(c2ccccc2)CC1)C12CC3CC(CC(C3)C1)C2,-48.0,45.1
O=C(CSc1nnnn1-c1ccc2c(c1)OCCO2)N1CCc2ccccc21,-5.6,40.2
COc1cccc(C(=O)N(Cc2nc(-c3cccc(C)c3)no2)C(C)C)c1OC,-73.4,33.8
Cc1cc(C)c2c(c1)SC1=NC(c3ccccc3)(C(F)(F)F)NC(=O)N12 (stereo unspecified),37.1,24.9
CNC(=O)c1ccccc1NC(=O)c1ccc(C)c(S(=O)(=O)N2CCCCC2)c1,21.3,14.8

# The list goes on:
SMILES,mHtt clearance,mHtt clearance grain fraction
CCc1cc2c(=O)c(Oc3ccccc3F)c(C)oc2c(CN(C)C)c1O,40.3,12.2
Cc1ccc(OCC(=O)NC2CCCC2)c(C)c1,25.8,31.2
CCCN(CCC)S(=O)(=O)c1ccc(C(=O)Nc2nnc(-c3cc(OC)cc(OC)c3)o2)cc1,4.7,16.6
O=C(NCc1ccco1)c1cc(-c2ccncc2)nc2ccccc12,-5.0,38
O=C(NC1CCCCC1)C(c1ccccc1)N(Cc1ccc2c(c1)OCO2)C(=O)c1cnsn1 (stereo unspecified),39.5,11.8
CCC(CCC(=O)Nc1cccc(C(=O)O)c1)C(=O)O (stereo unspecified),27.3,13.9
CN1CCN(C(=O)c2ccc(N(Cc3ccccc3Cl)S(C)(=O)=O)cc2)CC1,-27.9,22.4
CN(C)CCCNc1oc(-c2ccc(Cl)cc2)nc1C#N,29.5,13.5
CCc1ccccc1NC(=O)CSc1nnc(Cn2nnc3ccccc32)n1C,-22.7,21.9
Cn1sc(NC(=O)c2ccccc2)nc1=O,-16.8,24.3
CC1CCC(NC(=O)Cn2c(=O)[nH]c3ccsc3c2=O)CC1 (stereo unspecified),19.8,27.1
CC1(C)CC(C(CC(=O)O)c2ccccc2)CCO1 (stereo unspecified),-4.8,42
COC(=O)C1=C(N)N(c2ccccc2C(F)(F)F)C2=C(C(=O)CCC2)C1c1ccc2c(c1)OCO2 (stereo unspecified),28.4,31.1
Cn1c(=N)n(CC(=O)O)c2ccccc21,6.9,17.2
c1coc(-c2nnc(-c3ccc4c(c3)OCO4)o2)c1,2.8,34.9
CC(C)(C)NC(=O)Cn1c(SCC(N)=O)nc2ccccc21,-24.0,49.8
COc1ccc(OC)c(Nc2ncnc3ccccc23)c1,-21.3,28.7
CCOC(=O)C1C(=O)OC(C)(C)C1C(C)C(=O)c1ccccc1 (stereo unspecified),-44.6,29.6
O=S(=O)(Nc1cccnc1)c1ccc2c(c1)OCCO2,i,318
CCOC(=O)c1[nH]c(=O)[nH]c1CSc1ccccn1,24.1,29.1
O=C(c1ccc(COc2ccc(Cl)cc2)o1)N1CCN(Cc2ccc3c(c2)OCO3)CC1,11.0,15.3
Cc1nn(CC(O)CN2c3ccccc3Sc3ccccc32)c(C)c1Br (stereo unspecified),19.7,14.3
O=C(Oc1ccccc1C(=S)N1CCCCC1)c1cc([N+](=O)[O-])cc([N+](=O)[O-])c1,-21.6,22.1
O=C(NCc1cccnc1)C1CCN(S(=O)(=O)N2CCOCC2)CC1,24.5,27.7
Cc1nc2ccccc2c(=O)n1CCCO,-56.9,57.6

# Two successive compounds already listed:
SMILES,mHtt clearance,mHtt clearance grain fraction
CCc1cc2c(=O)c(Oc3ccccc3F)c(C)oc2c(CN(C)C)c1O,40.3,12.2
Cc1ccc(OCC(=O)NC2CCCC2)c(C)c1,25.8,31.2

# Next part.
SMILES,mHtt clearance,mHtt clearance grain fraction
Cc1cc(C)cc(NC(=O)C2CCCN(S(=O)(=O)c3cnc[nH]3)C2)c1 (stereo unspecified),20.5,25.6
c1ccc(-c2noc(CN3CCN(C(c4ccccc4)c4ccccc4)CC3)n2)cc1,45.8,9.61
O=C(c1ccc2c(c1)N(Cc1ccc(F)cc1)C(=O)CS2)N1CCOCC1,34.1,23.9
OCCNc1nc2ccccc2[nH]1,-20.3,47.8
O=C(Nc1ccc(Cl)c(Cl)c1)N1CCSCC1,32.2,13.2
Cn1c(=O)c2c(nc(CN3CCN(C(=O)c4ccco4)CC3)n2CCc2ccccc2)n(C)c1=O,61.3,12.7
CCn1c(SCc2nc(-c3ccc(Cl)cc3)no2)nnc1-c1ccco1,64.6,14
COc1ccc(S(=O)(=O)N(CC(=O)N2CCOCC2)Cc2ccccc2)cc1C,-23.9,24.9
COC(=O)c1ccc(NC(=O)CSCc2ccccc2)cc1,0.4,17.7
CCCCCCn1c(N2CCC(C(N)=O)CC2)nc2c1c(=O)n(C)c(=O)n2C,30.9,21.2
CC(C)(C)C(C(Oc1ccc(Cl)cc1)n1cncn1)n1nnnc1C(c1cccc(Cl)c1)N1CCCCC1 (stereo unspecified),-52.4,25.3
CCOC(=O)C1=C(CN2c3ccccc3CC2C)NC(=O)NC1c1ccccc1 (stereo unspecified),-9.7,47.6
CCc1ccc(NC(=O)CC2C(=O)Nc3c2c(=O)n(C)c(=O)n3C)cc1 (stereo unspecified),15.8,30.1
COc1cc(S(=O)(=O)N2CCOCC2)ccc1F,8.8,31.1
CC1=C(C(=O)OCC(C)C)C(c2ccccc2Cl)NC(=O)N1C (stereo unspecified),28.0,26.6
Cc1ccc(CNC(=O)CCc2nc(-c3cccs3)no2)cc1,30.8,36
COc1ccc(-n2c(SCC(=O)N3CCCC(C)C3)nnc2-c2cccnc2)cc1 (stereo unspecified),17.0,28.3
Cc1c(C(=O)NC(C)c2ccncc2)oc2ccccc12 (stereo unspecified),-35.2,50.5
CCn1nnnc1-c1ccc(OC)c(S(=O)(=O)Nc2ccc(OC)cc2)c1,30.9,11.9
CN(C(=O)c1ccno1)c1nnc(-c2cccnc2)s1,-18.1,50.1
Nc1c(S(=O)(=O)c2cccs2)c2nc3ccccc3nc2n1Cc1ccccc1,0.8,23.4
CCCn1c(SCC(=O)Nc2ccccc2N2CCCCC2)nc2c1c(=O)n(C)c(=O)n2C,1.0,34.7
O=C(O)CNC(=O)c1ccc(OC(F)F)cc1,-112.3,78.7

# Single records, as listed above:
# `CC(C)(C)C(C(Oc1ccc(Cl)cc1)n1cncn1)n1nnnc1C(c1cccc(Cl)c1)N1CCCCC1` (stereo unspecified) is entered as mHtt clearance = -52.4; mHtt clearance grain fraction = 25.3
# `CCCCCCn1c(N2CCC(C(N)=O)CC2)nc2c1c(=O)n(C)c(=O)n2C` is entered as mHtt clearance = 30.9; mHtt clearance grain fraction = 21.2
